KCNH2 3.1 block: blocks the human KCNH2 3.1 channel isoform. U2OS KCNH2 3.1, thallium flux FluxOr; stronger effect = lower value. hit rate 0.95% among 340,000. activity change, % (tested at about 1.8 µM);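 active means maximum activity change below -70%; inconclusive means maximum activity change from -70% to -50%; inactive means maximum activity change above -50%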;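 further: thallium influx rate constant from kinetic fluorescence after stimulation buffer; on the % scale 0 is the no-effect control and ±100 the full control effect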
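We transduce U2OS cells with the mutant 3.1 virus, culture them overnight, load FluxOr with Red40 quencher for 45 min, then add stimulation buffer and read kinetically for 2 min to derive a normalized rate constant.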
Rab9 prom act: Rab9 promoter activation; hit rate 2.8% among 320,000; AID 485297; Potency, µM (series often up to 9.22 µM), without a hit: at the highest dose activation, negative = inhibition, hits mostly activators; Huh7 Rab9 promoter-luciferase reporter, luminescence, 24 h; further: potency means the concentration at half of the fitted maximal effect; % of control where 0% means no effect; nearly all actives have a fitted effect of over 60% in size
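Rab9 promoter-driven luciferase in stably transfected Huh7 cells; 1500 cells/well rested 2 h, exposed to compound in DMSO for 24 h at 37 °C, 5% CO2. Luminescence read 10 min after adding luciferase reagent at ambient temperature.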
Mito fusion yeast: inhibitors of mitochondrial division or activators of mitochondrial fusion; S. cerevisiae fusion-defective mutant growth rescue, CellTiterGlo 48 h; Potency, µM (highest dose often 46.1 µM), for inactives: at the highest dose growth rescue (activation), most hits filed as activators; hit rate 0.23% among 320,000; AID 485298;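 further: potency means the concentration at half of the fitted maximal effect; % of control where 0% means no effect; nearly all actives have a fitted effect of over 45% in size; temperature-sensitive fusion mutants such as fzo1-1 at 37 °C on non-fermentable ethanol glycerol medium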
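Read-out: ATP-based luminescence (CellTiterGlo, 10 min ambient) reporting growth of fusion-defective ts yeast after 48 hours at 37C on glycerol/ethanol YPEG medium in the presence of compound.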
FLuc counter: counter-screen for miR-21 project: firefly luciferase inhibitors or activators; P08659; purified FLuc, Km substrates, luminescence inhibition; Potency, µM (doses to about 57.5 µM), without a hit: top-dose activity change, negative = inhibition, hits mostly inhibitors; hit rate 6.9% among 360,000; AID 588342;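 further: potency means the concentration at half of the fitted maximal effect; plate controls were vehicle for no effect and reference inhibitor for full effect; nearly all actives have a fitted effect of over 55% in size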
Target sequence (P08659 whole entry, looked up): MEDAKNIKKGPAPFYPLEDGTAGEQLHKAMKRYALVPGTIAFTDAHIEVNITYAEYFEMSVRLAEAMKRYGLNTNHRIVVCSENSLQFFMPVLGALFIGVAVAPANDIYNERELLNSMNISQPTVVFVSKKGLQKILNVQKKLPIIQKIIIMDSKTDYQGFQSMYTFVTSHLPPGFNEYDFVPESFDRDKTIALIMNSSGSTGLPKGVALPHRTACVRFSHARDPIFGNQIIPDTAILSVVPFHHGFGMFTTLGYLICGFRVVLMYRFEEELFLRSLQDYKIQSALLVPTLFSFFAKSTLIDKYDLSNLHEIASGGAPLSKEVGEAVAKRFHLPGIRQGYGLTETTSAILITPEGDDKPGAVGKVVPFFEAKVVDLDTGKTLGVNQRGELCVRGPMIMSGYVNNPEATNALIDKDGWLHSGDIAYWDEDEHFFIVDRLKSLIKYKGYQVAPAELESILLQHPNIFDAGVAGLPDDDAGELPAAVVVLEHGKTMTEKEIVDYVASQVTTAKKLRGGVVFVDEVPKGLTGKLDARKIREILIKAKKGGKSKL
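Biochemical qHTS of compounds, final roughly 60 µM downward over six points, against 10 nM purified firefly luciferase using Km concentrations of substrates (10 uM D-luciferin, 10 uM ATP) in Tris acetate pH 7.5 buffer; luminescence output.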
ELG1 repair inh: inhibitors of ELG1-dependent DNA repair in HEK293T cells. HEK293T ELG1-luciferase reporter, luminescence, 16 h; DNA damage induced by 5-fluorouridine. Potency, µM (series often up to 46.1 µM), for the others: at the top dose activity change, negative = inhibition, most hits filed as inhibitors. hit rate 2.3% among 330,000; further: potency means the concentration at half of the fitted maximal effect; on the % scale 0 is the no-effect control and ±100 the full control effect; nearly all actives have a fitted effect of over 55% in size
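Overnight (16 hr) co-exposure of 2,000 cells/well to 5-fluorouridine and compound at 37 °C preceded detection. Luciferase was quantified via ONE-Glo luminescence; loss of signal denotes inhibition.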
RORg inh: blocks mouse ROR gamma transcriptional activity | Drosophila S2 Gal4-RORgamma UAS-luciferase reporter, 20 h | hit rate 5.4% among 310,000 | AID 2551 | P51450 | Potency, µM (top dose mostly 53.6 µM), for inactives: at the top dose activity change, negative = inhibition, hits mostly inhibitors; further: potency means the concentration at half of the fitted maximal effect; on the % scale 0 is the no-effect control and ±100 the full control effect; nearly all actives have a fitted effect of over 60% in size
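A Gal4/UAS one-hybrid system in insect cells: metallothionein-promoter Gal4–ROR gamma fusion plus Photinus luciferase reporter. Copper sulfate 700 uM final, 20 hr ambient incubation, luminescent detection after 10 min with reagent.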
Gal4-VP16 FLuc: inhibits Gal4-VP16 luciferase reporter, ROR gamma counter-screen. Potency, µM (top dose mostly 53.6 µM), without a hit: top-dose activity, negative = inhibition, hits mostly inhibitors. hit rate 3.5% among 310,000. Drosophila S2 Gal4-VP16 UAS-luciferase, luminescence, 20 h;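 further: Gal4-VP16 expression switched on by copper sulfate through the metallothionein promoter; potency means the concentration at half of the fitted maximal effect; on the % scale 0 is the no-effect control and ±100 the full control effect; nearly all actives have a fitted effect of over 50% in size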
NPC1 promoter act: NPC1 promoter activation; Huh7 NPC1 promoter luciferase reporter, 24 h; Potency, µM (titrated, usually from 9.22 µM), for the others: top-dose activation, actives largely listed as activators; hit rate 2.4% among 320,000;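 further: potency means the concentration at half of the fitted maximal effect; % of control where 0% means no effect; nearly all actives have a fitted effect of over 60% in size; reporter is driven by a mutant NPC1 promoter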
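In 1536-well qHTS, Huh7 cells harboring an NPC1 promoter–luciferase construct received compound for 24 h; activation was quantified by luminescence following luciferase reagent addition.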
MBNL1-CUG inh: MBNL1-poly(CUG) RNA binding inhibition; TR-FRET MBNL1-His/biotin-(CUG)12 binding, 665/545 ratio; Potency, µM (top dose mostly 57.5 µM), for the others: at the highest dose activity change, negative = inhibition, actives largely listed as inhibitors; hit rate 0.036% among 280,000; active means well fitted inhibition curve with a large enough effect in the signal ratio, with a control signal flat, not every such curve was filed as active; inconclusive means small, poorly fitted or top-dose-only effect, or effect the other way, or a change in a side signal; inactive means no such curve, though single readings can be large or run the other way; the % refers to the signal ratio; further: potency means the concentration at half of the fitted maximal effect; on the % scale 0 is the no-effect control and ±100 the full control effect
Target sequence (Q9NR56 whole entry, looked up): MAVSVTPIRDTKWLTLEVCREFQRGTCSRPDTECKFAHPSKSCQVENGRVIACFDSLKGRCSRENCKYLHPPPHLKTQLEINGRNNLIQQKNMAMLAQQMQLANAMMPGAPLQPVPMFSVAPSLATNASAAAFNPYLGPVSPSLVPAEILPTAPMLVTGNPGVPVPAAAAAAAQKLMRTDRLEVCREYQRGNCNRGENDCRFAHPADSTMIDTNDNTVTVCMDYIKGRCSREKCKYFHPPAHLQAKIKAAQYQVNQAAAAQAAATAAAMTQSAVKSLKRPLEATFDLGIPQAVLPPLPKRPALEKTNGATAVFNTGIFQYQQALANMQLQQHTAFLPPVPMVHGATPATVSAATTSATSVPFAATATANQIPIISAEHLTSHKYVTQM
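TR-FRET readout: Ex 340 nm, 665/545 nm emission ratio, normalized to buffer-only (basal) and MBNL1-(CUG)12 controls. Complex of MBNL1-His with Biotin-(CUG)12, compounds 92 nM–58 uM, incubated 60 min at room temperature.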
Menin MLL FP TR: inhibitors of human menin-MLL interaction, mutant MLL peptide; O00255; Menin + Texas Red MLL mutant peptide, fluorescence polarization; Potency, µM (series often up to 61.6 µM), for inactives: at the top dose FP activity change, negative = inhibition, actives largely listed as inhibitors; hit rate 0.23% among 270,000; active means well fitted inhibition curve with a large enough effect in the polarisation, with a control signal flat, not every such curve was filed as active; inconclusive means small, poorly fitted or top-dose-only effect, or effect the other way, or a change in a side signal; inactive means no such curve, though single readings can be large or run the other way; the % refers to the polarisation; further: potency means the concentration at half of the fitted maximal effect; % of control where 0% means no effect; many of its hits are not listed in these tables
PKM2 act: PKM2 (human) enzyme activation | purified PKM2, Kinase-Glo ATP luminescence, activation; response scale: 0% is enzyme alone, no compound | Potency, µM (doses to about 57.5 µM), without a hit: at the top dose activation, usual class: activators | AID 1631 | P14618 | hit rate 0.34% among 260,000; further: potency means the concentration at half of the fitted maximal effect; on the % scale 0 is the no-effect control and ±100 the full control effect; nearly all actives have a fitted effect of over 55% in size
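Purified hPK-M2 (>95% pure) converted ADP (0.1 mM final) to ATP with 0.5 mM PEP in 50 mM imidazole pH7.2, KCl, MgCl2, Tween 20, BSA; 1 h at room temperature. ATP detected by Kinase-Glo luminescence.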
* marks the source's active call; other numbers are inactive results; u = inconclusive; x = not tested or not shown; & = joins results of further samples; [ ] = remark or other dose. Unless noted, the call rests on the fitted dose curve; in most records, active means well fitted curve in the direction sought with a large enough effect; inconclusive means small, poorly fitted or top-dose-only effect, or another doubt; inactive means no such curve, though single readings can be large; an effect the other way counts as inactive or inconclusive. This is a subset (hit frequency here may not be typical).

SMILES	KCNH2 3.1 block	Rab9 prom act	Mito fusion yeast	FLuc counter	ELG1 repair inh	RORg inh	Gal4-VP16 FLuc	NPC1 promoter act	MBNL1-CUG inh	Menin MLL FP TR	PKM2 act
O=C(CN(CCO)c1ccccc1)NC12CC3CC(CC(C3)C1)C2	8	13%	8%	0%	4%	u	1%	0%	-7%	-6%	-1%
CNCCC=C1c2ccccc2CCc2ccccc21	-3	-43%[inhibitor][46.1 µM]	-71%&-8%[inhibitor]	-3%	-27%	16%	-3%	-30%[inhibitor][46.1 µM]	-13%	u	3%
CCc1c(C)nc2ncnn2c1Nc1ccc(C)cc1	7	4%	-1%	4%	-2%	-25%	-2%	-2%	-5%	u	-4%
CCSc1ccccc1C(=O)NCc1cccnc1	3	0%	7%	3%	0%	17%	-6%	-5%	-1%	-5%	0%
COc1ccc(N2CCN(C(CNS(=O)(=O)c3cccs3)c3cccnc3)CC2)cc1 (stereo not given)	-11	2%	1%	-1%	-2%	23%	16%	-4%	-15%	-7%	10%
C=CCNc1nc(-c2cccc(OC)c2O)nc2ccccc12	-5	0%	7%	-3%	u	-2%	0%	1%	3%	u	3%
CN(C)CCNC(=O)C(=O)C1C(=O)Nc2ccccc21 (stereo not given)	x	9%	4%	0%	8%	7%	0%	0%	14%	5%	0%
CCOC(=O)c1c(-c2ccc(-c3ccccc3)cc2)csc1NC(=O)CCN1CCOCC1	-25	0%	10µM*	10%	u	-15%	-4%	0%	15%	-14%	7%
CC(C)CCN=CC1=C(O)CC(c2ccccc2)CC1=O (stereo not given)	-4	15%	-11%	-12%	29%	37%	2%	1%	x	-12%	2%
CN1CCCC1CCNS(=O)(=O)c1ccc(Br)cc1 (stereo not given)	7	-8%	-2%	3%	u	-1%	2%	-8%	-3%	5%	12%
CC(=O)c1c(C)[nH]c(C(=O)OC(C)C(=O)Nc2cc(S(=O)(=O)N3CCCCC3)ccc2Cl)c1C (stereo not given)	-11	-5%	-2%	7%	u	u	-1%	-5%	8%	7%	8%
CCOC(=O)c1[nH]c(C)c(CN(Cc2ccco2)C(=O)C(F)(F)F)c1C	-19	-6%	4%	2%	u	4%	-5%	1%	7%	-1%	5%
O=C(CCc1nc2ccccc2c(=O)[nH]1)OCC(=O)N1CCc2ccccc21	7	-5%	2%	-7%	28%	-3%	-5%	-4%	-1%	9%	2%
COc1ccc(C(=O)n2c(SC)nc3cc4c(cc32)OCCO4)cc1	1	29%	-1%	19µM*	u	3%	-4%	17%	0%	3%	-4%
O=C(NNC(=O)c1ccc(F)cc1)c1ccncc1	-9	-1%	-1%	0%	-2%	2%	-7%	2%	-2%	-19%	5%
Cc1cccc(C(=O)OC(C)C(=O)Nc2ccc(S(=O)(=O)N3CCCC3)cc2)c1O (stereo not given)	-7	1%	u	2%	u	x	x	-4%	x	x	x
CCCc1nc2sc3c(c2c(=O)n1NC(=O)CCC(=O)OC)CCCC3	-2	-6%	1%	-16%	1%	29%	-18%	-1%	1%	x	0%
CC1=CC(C)(C)N(C(=O)CN2C(=O)CCC2=O)c2ccccc21	-4	0%	5%	-3%	4%	14%	4%	-5%	8%	-2%	6%
CC(/C=C/c1ccccc1)=N/NC(=O)CNC(=O)c1ccc2c(c1)OCO2	-9	-2%	-1%	0%	4%	-3%	-12%	2%	-2%	-21%	-11%
CCc1ccc(N(C(=O)c2csnn2)C(C(=O)NC2CCCC2)c2cccnc2)cc1 (stereo not given)	5	1%	1%	-3%	-10%	-39%	-11%	-4%	-9%	-10%	1%
CC1CN(Cc2ccccc2)c2nc3c(c(=O)[nH]c(=O)n3C)n2C1 (stereo not given)	1	-3%	-1%	1%	-10%	-8%	6%	0%	-2%	x	12%
COC(=O)c1ccc(S(=O)(=O)NCc2ccco2)o1	24	-3%	1%	-1%	1%	22%	-2%	-2%	x	x	-6%
COC(=O)CCC(=O)N(C)CC1CCCN(CCc2cccc(C(F)(F)F)c2)C1 (stereo not given)	-27	4%	0%	4%	u	-2%	-12%	-4%	0%	-15%	-1%
CCOC(=O)c1nn2c(C(F)(F)F)cc(-c3ccc(OC)cc3)nc2c1Br	-5	-4%	1%	-1%	7%	3%	5%	-5%	2%	13%	-6%

Compounds from the list above that contain an NH in an aromatic ring, in the order listed:
SMILES	KCNH2 3.1 block	Rab9 prom act	Mito fusion yeast	FLuc counter	ELG1 repair inh	RORg inh	Gal4-VP16 FLuc	NPC1 promoter act	MBNL1-CUG inh	Menin MLL FP TR	PKM2 act
CC(=O)c1c(C)[nH]c(C(=O)OC(C)C(=O)Nc2cc(S(=O)(=O)N3CCCCC3)ccc2Cl)c1C (stereo not given)	-11	-5%	-2%	7%	u	u	-1%	-5%	8%	7%	8%
CCOC(=O)c1[nH]c(C)c(CN(Cc2ccco2)C(=O)C(F)(F)F)c1C	-19	-6%	4%	2%	u	4%	-5%	1%	7%	-1%	5%
O=C(CCc1nc2ccccc2c(=O)[nH]1)OCC(=O)N1CCc2ccccc21	7	-5%	2%	-7%	28%	-3%	-5%	-4%	-1%	9%	2%
CC1CN(Cc2ccccc2)c2nc3c(c(=O)[nH]c(=O)n3C)n2C1 (stereo not given)	1	-3%	-1%	1%	-10%	-8%	6%	0%	-2%	x	12%

Next part.
SMILES	KCNH2 3.1 block	Rab9 prom act	Mito fusion yeast	FLuc counter	ELG1 repair inh	RORg inh	Gal4-VP16 FLuc	NPC1 promoter act	MBNL1-CUG inh	Menin MLL FP TR	PKM2 act
Cc1ccc(CONC(=O)c2ccc(Cl)cc2)cc1	9	u	0%	u	u	x	x	0%	x	x	x
O=C(NNC(=S)Nc1ccccc1)NNC(=S)Nc1ccccc1	7	1%	1%	6%	-5%	-20%	-19%[10 µM]	-14%	-1%	0%	-1%
O=C1CC(N2CCN(c3ccccc3O)CC2)C(=O)N1Cc1ccccc1 (stereo not given)	-6	-2%	2%	-2%	7%	-1%	-1%	9%	-9%	21%	-24%
N#CC1=C(SCc2ccccc2)NC2=C(C(=O)CCC2)C1c1ccc2c(c1)OCO2 (stereo not given)	27	2%	11%	3%	29%	16%	-14%	-2%	79%[activator]	15%	u
Cc1ccccc1C(=O)N1CCC(C(=O)Nc2cc(C(F)(F)F)ccc2N2CCCC2)CC1	-11	1%	-2%	1%	8%	x	x	1%	x	x	x
Cc1ccc2nc(SCC(=O)Nc3ccc(F)cc3F)[nH]c2c1	x	-1%	7%	-18%	4%	41%	0%	-5%	-8%	29%	6%
CCC(C)(CC(=O)N(C)CCC#N)c1ccccc1 (stereo not given)	-11	2%	9%	2%	21%	28%	4%	-1%	-7%	-18%	-5%
CC(=O)N(c1ccc(N(C(C)=O)S(=O)(=O)c2cccs2)cc1)S(=O)(=O)c1cccs1	-30	-18%	4%	-3%	0%	-24%	-6%	-2%	-11%	-14%	19%
O=[N+]([O-])c1ccccc1S(=O)(=O)n1cnc2ccccc21	10	-6%	0%	-9%	10%	-8%	1%	0%	0%	-3%	1%
Cc1ccc(-c2nnc(SCC#CCOC(=O)c3ccco3)o2)cc1	12	u	16%	17µM*	0%	u	u	5%	-3%	-3%	1%
CC(C)(C)c1nnc(SCC(=O)c2ccccc2)n(N)c1=O	-9	8%	24%	-13%	u	u	u	2%	-19%[11.5 µM]	-27%	5%
Cc1ccc(-n2c(COc3ccccc3)n[nH]c2=S)cc1	1	5%	4%	u	3%	2.5µM*	u	-9%	x	-4%	-9%
CC1Cc2ccccc2N1C(=O)Cn1cnc2ccccc21 (stereo not given)	-2	-8%	-6%	0%	u	-6%	u	-9%	-2%	-5%	6%
Cc1ccc(Cl)cc1NC(=O)Nc1c(C)n(C)n(-c2ccccc2)c1=O	x	-3%	-5%	-1%&1%	1%	-14%	-13%	3%	-1%	15%	0%

Assay outcomes: PubChem, National Center for Advancing Translational Sciences (NCATS)
